# A340 absorber: absorbance at 340 nm | 65,000 tested, under 10 active | fold change at 10 µM | compound absorbance at 340 nm, fold over control;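 active means at 10 µM dose, initial 340 nm absorbance at least 2 fold that of control wells; inactive means change under 2 fold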;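 further: initial absorbance extrapolated from kinetic A340 decline of NADH oxidation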
# AP complement: alternative pathway complement inhibition, orthogonal assay | Human serum alternative complement pathway, LPS-coated ELISA, C3 deposition; tested in compound mixtures | inhibition, % at 5 µM | 62,000 compounds, 0.08% hits;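 active means inhibition above 30% in each of the two pooled mixtures holding the compound, so the lower value exceeds 30%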;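 further: 0% = serum in Mg-EGTA without compound and 100% = EDTA serum blank; some compounds past the cut are filed as inactive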
#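 Assay system: human serum alternative complement pathway, C3 deposition on LPS-coated wells; Dosing: 5 µM per compound in ten-compound mixtures; Detection: Anti-C3 ELISA, OD 450 nm; Buffer or medium: Mg2+-EGTA GVB++ buffer containing human serum at 1:15 dilution; Timing: 1 h at 37 °C; Replication: two different pools per compound.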
# JNK3 blocker: blocks human JNK3 kinase activity; inhibition, % at 8 µM; 60,000 compounds, 0.61% hits; purified JNK3 kinase activity, HTS; in the data active means inhibition above about 17%;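 further: 0% = DMSO and 100% = reference inhibitor; many of its hits are not listed in these tables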
# Hsp90 block: displaces geldanamycin probe from tumor Hsp90; 64,000 compounds, 0.35% hits; P07900; NCI-N417 lysate Hsp90, Cy3B-geldanamycin FP displacement; inhibition, % at 30 µM;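 active means inhibition above 50%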;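 further: 0% = tracer plus lysate wells and 100% = tracer alone without lysate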
# Cdc25B block: human M-phase inducer phosphatase 2 inhibition; P30305; recombinant Cdc25B, OMFP fluorescence Ex485/Em525; inhibition, %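 (compounds tested at 10 µM final in the well)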; 65,000 compounds, 0.1% hits; in the data active means inhibition above about 50%
# FXIa mix inh: factor XIa (human) inhibition, mixture screen | purified FXIa, fluorogenic substrate, pooled mixtures | inhibition, % at 5 µM | 62,000 compounds, 0.19% hits | AID 680;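 further: each value is inhibition by a whole ten-compound pool holding the compound; 0% = enzyme with no mixture and 100% = wells lacking enzyme; strong numbers were not always called active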
# Target sequence (P03951 19-387 limits assumed): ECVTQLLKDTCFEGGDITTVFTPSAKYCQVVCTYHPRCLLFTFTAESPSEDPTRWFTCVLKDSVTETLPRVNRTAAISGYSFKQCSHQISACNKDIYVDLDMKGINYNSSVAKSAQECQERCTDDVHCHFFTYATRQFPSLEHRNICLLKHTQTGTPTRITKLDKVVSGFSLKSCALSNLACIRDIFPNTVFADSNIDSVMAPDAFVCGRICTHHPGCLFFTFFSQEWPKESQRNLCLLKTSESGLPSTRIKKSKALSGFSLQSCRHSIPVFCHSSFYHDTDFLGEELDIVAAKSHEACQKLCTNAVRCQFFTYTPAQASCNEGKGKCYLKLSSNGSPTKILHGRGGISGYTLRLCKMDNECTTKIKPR
# Target sequence (P03951 388-625 limits assumed): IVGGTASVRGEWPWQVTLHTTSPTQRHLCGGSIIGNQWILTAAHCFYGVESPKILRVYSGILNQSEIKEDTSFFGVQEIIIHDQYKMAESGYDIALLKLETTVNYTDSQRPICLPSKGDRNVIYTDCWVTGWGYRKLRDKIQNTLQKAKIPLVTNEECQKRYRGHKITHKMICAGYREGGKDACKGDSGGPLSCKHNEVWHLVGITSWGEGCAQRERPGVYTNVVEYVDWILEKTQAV
# FXIIa mix inh: inhibitors of human coagulation factor XIIa, pooled mixtures. P00748. purified FXIIa, fluorogenic substrate. inhibition, % at 5 µM. 62,000 compounds, 0.2% hits;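 further: 0% = enzyme without compound and 100% = no enzyme blank; some results filed as inactive read as strong as hits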
# MMP-13 inhibitor: inhibitors of human MMP13. P45452. MMP-13 fTHP FRET cleavage, Mca fluorescence. inhibition, % at 4 µM. 65,000 compounds, 0.07% hits. AID 570;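 active means inhibition above the mean of compound-free control plate wells plus 3 SD, cut at about 14% in these data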;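 further: 0% = DMSO wells and 100% = wells with reference MMP-13 inhibitor after basal subtraction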
# MKP-1 inh: blocks human MKP-1 phosphatase activity; P28562; recombinant MKP-1, OMFP hydrolysis fluorescence; inhibition, %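 (compounds tested at a single concentration somewhere between 10 and 100 µM)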; 65,000 compounds, 0.15% hits; AID 374;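 active means inhibition above about 50%, limit read from the data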;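 further: 0% = DMSO max control wells and 100% = wells with enzyme stopped by NaOH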
# Target sequence (P28562 whole entry, looked up): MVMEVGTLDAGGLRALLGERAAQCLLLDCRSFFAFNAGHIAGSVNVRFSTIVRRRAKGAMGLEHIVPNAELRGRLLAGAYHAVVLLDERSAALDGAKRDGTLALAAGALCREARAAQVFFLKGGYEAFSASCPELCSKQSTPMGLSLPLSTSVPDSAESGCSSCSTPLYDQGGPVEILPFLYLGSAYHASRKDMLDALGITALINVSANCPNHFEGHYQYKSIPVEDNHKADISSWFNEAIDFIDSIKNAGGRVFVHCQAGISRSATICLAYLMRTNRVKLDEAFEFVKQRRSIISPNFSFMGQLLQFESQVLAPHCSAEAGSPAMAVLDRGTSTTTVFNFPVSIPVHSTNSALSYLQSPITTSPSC
# Starred values were filed as active, the others as inactive; . = not tested or not shown; [ ] = remark or other dose. Unless noted, no stated cut-off is given here; in the data, active means inhibition above about 20% (passing the limit was not always enough); inactive means the rest.
No.	Structure	A340 absorber	AP complement	JNK3 blocker	Hsp90 block	Cdc25B block	FXIa mix inh	FXIIa mix inh	MMP-13 inhibitor	MKP-1 inh
1	COCCCNC(=O)CCn1c(=O)c2ccccc2n(CC(=O)Nc2cc(Cl)ccc2C)c1=O	1	5	1	-3	-9	7	1	0	6
2	COc1ccccc1NC(=O)c1cc(S(=O)(=O)N2CCOCC2)ccc1Cl	1	1	0	-2	-6	4	32*	-1	2
3	O=C(CCCn1c(=O)[nH]c2cc(Cl)ccc2c1=O)NCCCN1CCCC1	1	-8	.	0	9	9	6	6	13
4	COc1ccccc1C(c1nnnn1C(C)(C)C)N1CCCCCC1 (stereo not given)	1	14	-1	1	-21	3	7	-1	0
5	CC1CCN(c2nnc(N)s2)CC1	1	-2	0	0	-6	2	0	1	-1
6	COc1ccc(N2CCN(c3oc(COc4ccc(Cl)cc4Cl)nc3C#N)CC2)cc1	1	-9	7	-3	-12	6	-16	-2	-12
7	CCOC(=O)CNC(=O)CSc1nc2ncc(Br)cc2[nH]1	1	-3	-3	1	0	6	-24	2	-25
8	CCCCn1c(N)c(N(CCC(C)C)C(=O)COC(=O)c2ccco2)c(=O)[nH]c1=O	1	.	-5	-2	-7	.	.	5	5
9	CC(=O)Nc1ccc2nc(-c3cccnc3)[nH]c2c1	1.1	-17	.	4	-12	1	-5	-12	9
10	Cc1cc(C)nc(/N=C2\NC(=O)CC(C(=O)O)N2c2ccc(Oc3ccccc3)cc2)n1 (stereo not given)	1	14	1	-4	-1	-10	5	1	28
11	Clc1ccc(NC2=NCCC2)cc1Cl	0.97	-2	-6	0	-11	10	2	-6	1
12	CCOc1ccc(-n2c(COc3ccccc3)nnc2SCC(N)=O)cc1	1	2	6	-2	7	11	2	1	-21
13	Cc1ccc(N)cc1CN1CCCC1=O	0.99	6	-4	-2	-8	9	4	-3	-24
14	O=C(OCC(=O)N1CCN(C(=O)c2ccco2)CC1)C1=COCCO1	1	16	.	.	-16	13	-9	6	8
15	CC(C)(C)OC(=O)N1CCC[C@@H]1C(=O)N1CCC(C(=O)O)CC1	1	25	.	.	-2	0	0	6	-5
16	O=C(NCCN1CCOCC1)c1noc2c1CCc1ccccc1-2	0.99	5	0	-4	6	15	2	4	3
17	N#CCC(=O)N1CCn2c1nc1ccccc12	0.95	1	-2	-6	7	-4	9	-10	4
18	O=C(c1cccc(Cl)c1)N(Cc1cccs1)C1CCS(=O)(=O)C1 (stereo not given)	1	-4	4	-13	-2	10	3	3	-3
19	Cc1cc2nc(SC(C)C(=O)O)[nH]c2cc1C (stereo not given)	1	10	-6	-1	1	10	2	2	-13
20	COc1cc2[nH]c(=S)n(NC(=O)CC(C)C)c(=O)c2cc1OC	1.1	13	-5	-10	-4	1	0	3	8

# Compounds listed so far with a Cl atom:
No.	Structure	A340 absorber	AP complement	JNK3 blocker	Hsp90 block	Cdc25B block	FXIa mix inh	FXIIa mix inh	MMP-13 inhibitor	MKP-1 inh
1	COCCCNC(=O)CCn1c(=O)c2ccccc2n(CC(=O)Nc2cc(Cl)ccc2C)c1=O	1	5	1	-3	-9	7	1	0	6
2	COc1ccccc1NC(=O)c1cc(S(=O)(=O)N2CCOCC2)ccc1Cl	1	1	0	-2	-6	4	32*	-1	2
3	O=C(CCCn1c(=O)[nH]c2cc(Cl)ccc2c1=O)NCCCN1CCCC1	1	-8	.	0	9	9	6	6	13
6	COc1ccc(N2CCN(c3oc(COc4ccc(Cl)cc4Cl)nc3C#N)CC2)cc1	1	-9	7	-3	-12	6	-16	-2	-12
11	Clc1ccc(NC2=NCCC2)cc1Cl	0.97	-2	-6	0	-11	10	2	-6	1
18	O=C(c1cccc(Cl)c1)N(Cc1cccs1)C1CCS(=O)(=O)C1 (stereo not given)	1	-4	4	-13	-2	10	3	3	-3

# The listing picks up, repeating the two entries before the break.
No.	Structure	A340 absorber	AP complement	JNK3 blocker	Hsp90 block	Cdc25B block	FXIa mix inh	FXIIa mix inh	MMP-13 inhibitor	MKP-1 inh
19	Cc1cc2nc(SC(C)C(=O)O)[nH]c2cc1C (stereo not given)	1	10	-6	-1	1	10	2	2	-13
20	COc1cc2[nH]c(=S)n(NC(=O)CC(C)C)c(=O)c2cc1OC	1.1	13	-5	-10	-4	1	0	3	8
21	O=C(O)c1cc(S(=O)(=O)N2CCOCC2)c(Sc2ccccn2)cc1Sc1ccccn1	1.1	4	0	1	-6	3	-2	3	12
22	CC1CCN(c2nc3c(c(=O)[nH]c(=O)n3C)n2Cc2ccccc2)CC1	1.1	-3	5	-2	-9	4	12	7	1
23	Cc1ccc2cc(C#N)c(N3CCCN(S(=O)(=O)c4ccccc4)CC3)nc2c1	1	9	-7	-5	-12	-8	3	-21	1
24	CCC(C)NS(=O)(=O)c1ccc(OCC(=O)NCc2cccnc2)cc1 (stereo not given)	1	6	-6	4	-1	1	2	2	-7
25	OC1(c2ccc3c(c2)OCO3)CCN(Cc2ccccn2)CC1	0.98	15	0	-2	-11	-3	3	3	-9
26	COc1cccc(CN2C(=O)CN(C3CCCCC3)C(=O)C2c2ccc(F)cc2)c1 (stereo not given)	0.98	1	.	-3	0	-20	7	4	9
27	Cc1ccc(C(=O)Nc2ccccc2NC(=O)c2ccc(C)o2)o1	1.1	10	-1	-2	-9	5	13	-4	3
28	COc1ccc(C(=O)c2ccc(OC)cc2O)c(O)c1	1.1	7	5	6	5	8	2	-1	-14
29	CCOC(=O)CSc1nc2c([nH]c3ccccc32)c(=O)n1C	1.1	0	.	.	-5	8	11	2	6
30	N#Cc1ccccc1NC1=CC(=O)CCC1	1.1	11	-3	6	-6	10	2	1	7
31	CCOc1ccc2nc(SCC(=O)NC3CCS(=O)(=O)C3)[nH]c2c1 (stereo not given)	1	11	-9	-1	-17	6	4	7	17
32	CCC(=O)Nc1ccc2c(c1)C(=O)N(C1CCCCC1)C2=O	1.1	14	-1	-1	-7	-8	7	-94[fluorescence artefact?]	9
33	CCc1cc(=O)oc2cc(C)c(CN3CCCCC3)c(O)c12	1.1	.	2	3	-4	.	.	0	-10
34	CN(C)c1ccc(C2C3C(=O)N(c4ccc(C(=O)O)cc4)C(=O)C3ON2c2ccccc2)cc1 (stereo not given)	1	.	-1	4	20	.	.	1	-2
35	CC1CCN(c2oc(-c3ccccc3Cl)nc2C#N)CC1	1.1	.	-4	0	3	.	.	-62[fluorescence artefact?]	-20
36	CC(C)NC(=O)CSc1nc2ccccc2n1CC(=O)N1CCc2ccccc21	0.98	.	11	0	-2	.	.	2	24
37	COc1ccc(-n2c(C)cc(C(=O)Cn3nnc4ccccc4c3=O)c2C)cc1	1	12	3	1	-6	6	20	5	-2
38	CCN(CC)S(=O)(=O)c1ccc(NC(=O)c2cccc3c2C(=O)N(CCOC)C3)cc1	0.98	1	2	-1	34	3	0	0	4
39	COc1ccccc1N1CCN(C(=O)Cc2cccs2)CC1	1.1	15	0	-4	0	9	1	2	11
40	O=C(c1cncc(Br)c1)N1CCCc2ccccc21	1	.	-11	-4	-20	.	.	0	-25
41	Cc1cccc(C)c1NC(=O)CSc1nnc(Cn2nnc(-c3ccccc3)n2)n1-c1ccccc1	0.98	14	1	1	-26	7	4	2	10
42	Cn1c(Cc2ccccc2)nnc1SCC(=O)Nc1ccc2c(c1)OCCO2	1	10	6	0	-7	6	3	0	-13
43	CCOC(=O)N1CCC(N2C(=O)c3ccccc3C2=O)CC1	1	6	3	-2	8	0	0	-2	-2
44	CC(C)C(=O)Nc1ccc(NC(=O)c2cccc(F)c2)cn1	0.99	27	0	-1	-8	2	3	-1	-8
45	CCOCCc1c(O)nc(SCC(=O)NCc2ccco2)[nH]c1=O	0.99	23	-3	-6	1	3	16	6	0
46	Cc1ccc(-c2ccc(CCC(=O)O)n2NC(=O)c2ccco2)cc1	1	5	1	0	-1	4	6	2	7
47	Cc1cc(C(=O)Cn2cncn2)c(C)n1CCc1ccc(F)cc1	0.98	12	-8	-6	-28	-2	5	1	9
48	CCCCNC(=O)CCCCCn1c(=O)[nH]c2cc(OC)c(OC)cc2c1=O	1.1	5	.	.	0	6	-4	-20	-2
49	COc1ccc(CCNC(=O)CN2CCC(C(N)=O)CC2)cc1	1	9	-4	-3	-5	4	7	2	-9
50	CCCCc1cc(=O)oc2cc(OCC(=O)N(CC)CC)ccc12	1.1	-16	.	.	-6	2	6	.	13
51	COc1ccc(N2CCN(C(=O)C3CCC(Cn4c(=S)[nH]c5ccccc5c4=O)CC3)CC2)cc1 (stereo not given)	1	12	.	-5	-16	3	-13	0	25
52	COc1ccc(CN(CC(=O)NC2CCCC2)C(=O)c2onc(C(N)=O)c2N)cc1	0.97	-2	-5	-3	-7	3	5	-3	-1
53	CCC(=O)N1CCCc2cc(S(=O)(=O)N3CCN(c4ncccn4)CC3)ccc21	1	16	2	0	-12	-6	8	-4	0
54	COC(=O)c1cc(OC)c(OC)cc1NC(=O)CSc1nnc(-c2cccnc2)n1C	1.1	17	-5	0	-6	-3	2	-3	5
55	O=C(CCCC(=O)NCC1CCCO1)NCC1CCCO1 (stereo not given)	1	1	-8	1	-4	5	-14	4	-3
56	CCCC(=O)c1cn(CC(=O)OC)c2ccccc12	1	-1	8	-5	-9	3	6	1	-5
57	CCNC(=O)CN(CCc1ccccc1)S(C)(=O)=O	1	12	-3	-2	-2	5	7	-1	5
58	CCC(=O)Nc1cccc(NC(=O)CSc2nnnn2Cc2ccccc2)c1	1	-2	7	0	-9	6	-14	12	3
59	O=C(COc1ncnc2ccccc12)NCc1ccc2c(c1)OCO2	1	13	-2	0	-12	7	1	0	0
60	O=C(c1ccco1)N1CCN=C1SCc1ccccc1Cl	1	18	4	0	-16	5	-3	5	5
61	CC(C)(C)c1ccc(NC(=O)NCc2ccco2)cc1	1	14	9	-6	-3	-2	7	-1	5
62	CCc1nnc(NC(=O)CSc2nnc(-c3ccccc3O)n2-c2ccc(C)cc2C)s1	1.1	-5	0	-2	1	5	-14	1	37
63	CCNc1nc(N)nc(Oc2ccc(OCCOc3ccccc3)nn2)n1	1	8	-6	-5	-14	0	2	1	6
64	NC(Cc1ccc(Oc2ccc(O)cc2)cc1)C(=O)O (stereo not given)	0.98	17	-2	2	-5	-1	-2	7	-15
65	COc1ccccc1C(=O)Nc1nnc(-c2ccc3c(c2)CCCC3)o1	1	14	-6	-8	-26	0	1	1	13
66	CCOC(=O)c1ccc(NS(=O)(=O)c2cc(C)ccc2OC)cc1	1.1	25	-9	1	-9	4	4	-1	4
67	Cc1ccccc1-n1nc2c(c1NC(=O)c1c(-c3ccccc3Cl)noc1C)CS(=O)(=O)C2	0.99	9	.	0	-2	1	-2	0	7
68	Cc1ccc(NC(=O)COc2nc(C)cs2)cc1	0.98	1	6	-4	-9	3	3	5	3

# Another view of part of the listing above.
62. CCc1nnc(NC(=O)CSc2nnc(-c3ccccc3O)n2-c2ccc(C)cc2C)s1
63. CCNc1nc(N)nc(Oc2ccc(OCCOc3ccccc3)nn2)n1

Screen / compound no. | 62 | 63
A340 absorber | 1.1 | 1
AP complement | -5 | 8
JNK3 blocker | 0 | -6
Hsp90 block | -2 | -5
Cdc25B block | 1 | -14
FXIa mix inh | 5 | 0
FXIIa mix inh | -14 | 2
MMP-13 inhibitor | 1 | 1
MKP-1 inh | 37 | 6

# Compound activity as filed in PubChem BioAssay.
